Screening results from PubChem BioAssay.
L929 necroptosis: blocks zVAD induced death of L929 cells; L929 zVAD necroptosis rescue, ATP luminescence, 24 h; with zVAD 60 µM; viability rescue, % at 10 µM; hit rate 0.38% among 220,000; AID 1377;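 active means activation, scaled between plate controls, above about 75%, limit read from the data; inactive means activation under that limit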;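 further: 0% = zVAD with DMSO and 100% = DMSO alone without zVAD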
TNF death inh: inhibitors of TNF-alpha induced necroptosis in Jurkat FADD-/- cells; AID 463075; activation (protection from cell death), % at 10 µM; Jurkat FADD-/- TNF necroptosis rescue, ATP luminescence, 24 h; 0 = TNF only, 100 = no-TNF cells; hit rate 0.068% among 220,000;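 active means activation, meaning protection from cell death, of at least 50% relative to plate controls; inactive means activation below 50%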;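 further: necroptosis triggered by 40 ng/mL TNF-alpha added together with compound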
FXIa inh: factor XIa (human) inhibition; hit rate 0.14% among 220,000; inhibition, % at 5 µM; purified FXIa, Boc-Glu-Ala-Arg-AMC fluorogenic substrate;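 active means inhibition of at least 40%; inactive means inhibition below 40%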;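 further: fluorescence of freed AMC excited at 355 nm; 0% = enzyme without compound and 100% = no enzyme blank; many of its hits are not listed in these tables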
CHOP inh: inhibitors of CHOP induction in ER stress response. CHO-K1 CHOP-promoter luciferase, tunicamycin-induced, 15-18 h. inhibition, % at 10 µM. hit rate 3.8% among 220,000. AID 2732;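 active means compounds that reduced the stress-induced luciferase reporter signal by more than about 70% of percent inhibition, limit read from the data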;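 further: 0% = tunicamycin plus vehicle and 100% = wells without tunicamycin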
PPC-1+TRAIL kill: kills PPC-1 cancer cells in the presence of TRAIL; PPC-1 cells + TRAIL, ATPLite viability luminescence; cell killing (% activity), % at 4 µM; hit rate 0.41% among 220,000;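 active means cell killing above 50% in the first pass at 4 µM, then a duplicate retest at 5 µM averaging 50% or more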;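 further: plate controls were cells with TRAIL plus DMSO for no effect and medium-only wells lacking cells for full effect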
Tb hexokinase: blocks Trypanosoma brucei hexokinase 1 activity. inhibition, % at 10 µM. AID 1430. hit rate 0.11% among 220,000. recombinant TbHK1, G6PDH-coupled NADH A340;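 active means inhibition of 50% or more in the single-dose primary screen; inactive means inhibition below 50%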
FXIIa inh: factor XIIa (human) inhibition; AID 800; inhibition, % at 5 µM; purified FXIIa, Boc-QGR-AMC fluorogenic substrate, 2 h; hit rate 0.3% among 220,000; in the data active means inhibition above about 40%;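 further: 0% = enzyme with no compound and 100% = blank without enzyme; many of its hits are not listed in these tables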
Target sequence (P00748 20-372 limits assumed): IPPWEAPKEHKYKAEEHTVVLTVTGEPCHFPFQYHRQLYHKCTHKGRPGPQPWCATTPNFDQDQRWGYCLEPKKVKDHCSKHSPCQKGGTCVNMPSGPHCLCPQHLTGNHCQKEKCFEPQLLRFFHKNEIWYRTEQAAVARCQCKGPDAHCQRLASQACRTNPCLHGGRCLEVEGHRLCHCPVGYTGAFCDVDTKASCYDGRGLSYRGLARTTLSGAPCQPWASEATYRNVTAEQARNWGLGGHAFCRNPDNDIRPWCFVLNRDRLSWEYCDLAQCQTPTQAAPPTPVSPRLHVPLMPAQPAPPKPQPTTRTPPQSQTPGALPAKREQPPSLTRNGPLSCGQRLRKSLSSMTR
Target sequence (P00748 373-615 limits assumed): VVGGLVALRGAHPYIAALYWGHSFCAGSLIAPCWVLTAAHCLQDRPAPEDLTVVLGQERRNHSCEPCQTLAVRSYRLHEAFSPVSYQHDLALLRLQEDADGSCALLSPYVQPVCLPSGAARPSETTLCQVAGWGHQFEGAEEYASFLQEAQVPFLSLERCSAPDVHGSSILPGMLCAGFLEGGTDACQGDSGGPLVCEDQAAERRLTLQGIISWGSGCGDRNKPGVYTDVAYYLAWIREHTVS
Wee1 stabilizer: blocks degradation of human Wee1 kinase; P30291; HeLa Luc-Wee1K328M stability, luciferase luminescence; 100% = proteasome inhibitor MG132 effect; reporter increase, % at 5 µM; hit rate 1.2% among 220,000;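 active means activation above the mean of all tested compounds plus 3 SD, set per screening run, cut at about 8.8% in these data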;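 further: cells exposed to compound for 20 h before luminescence read; 0% = DMSO alone and 100% = MG132 at 30 µM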
EP2 antag: inhibitors of human EP2 prostaglandin E2 receptor | P43116 | C6 glioma cells expressing human EP2, cAMP TR-FRET; cells stimulated with saturating PGE2 | inhibition, % at 25 µM | hit rate 0.52% among 260,000 | AID 1422;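 active means percent inhibition above 40 after rounding to a whole number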;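 further: rat C6 glioma host cells with rolipram phosphodiesterase inhibitor present; the protocol text gives 20 µM as final concentration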
Target sequence (P43116 whole entry, looked up): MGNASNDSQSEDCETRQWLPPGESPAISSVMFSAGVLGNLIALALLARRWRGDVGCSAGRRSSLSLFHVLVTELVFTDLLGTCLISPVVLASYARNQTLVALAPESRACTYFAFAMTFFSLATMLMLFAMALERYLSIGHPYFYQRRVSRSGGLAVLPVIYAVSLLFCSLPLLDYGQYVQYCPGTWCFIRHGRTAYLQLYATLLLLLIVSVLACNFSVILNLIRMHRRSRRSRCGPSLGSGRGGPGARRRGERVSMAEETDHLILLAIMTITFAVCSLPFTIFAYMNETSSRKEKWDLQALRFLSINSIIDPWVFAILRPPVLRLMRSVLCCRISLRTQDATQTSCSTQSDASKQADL
* = called active by the depositor; nt = no result given; & = joins results of further samples; [ ] = remark or other dose. A portion of the library (hit frequency here may not be typical).

SMILES	L929 necroptosis	TNF death inh	FXIa inh	CHOP inh	PPC-1+TRAIL kill	Tb hexokinase	FXIIa inh	Wee1 stabilizer	EP2 antag
CCOc1ccc(CCNC(=O)COC(=O)c2ccc(OC)c(OC)c2OC)cc1OCC	0.3	2.8	5.8	-2.0	30.5	5.6	10.6	-4.7	4.9
Cc1ccccc1C(=O)N/N=C/c1ccc(OCC(=O)N2CCCCC2)cc1	0.6	-1.9	-14.2	-8.0	18.3	-2.3	1.2	-2.6	2.9
S=C1NC2=C(CCCC2)C2(CCCCC2)N1	0.8	-2.5	5.5	-5.1	-1.2	-3.1	11.8	0.1	14.7
CC(C)(C)NC(=O)NC(=O)CSc1ncn[nH]1	1.1	0.8	0.8	-0.3	8.2	1.0	7.9	-1.6	6.2
CCCCOCCCNc1ncnc2c1[nH]c1ccccc12	-0.8	-9.4	3.0	84.7*	28.2	-14.0	4.3	-0.2	10.4
OCCCc1ccc(O)c(O)c1	0.0	-0.3	0.7	-1.1	10.9	-7.1	5.7	-3.6	13.2
COc1cccc(/C=C/C(=O)OCC(=O)c2c[nH]c3ccccc23)c1OC	nt	-1.5	-11.7	1.9	-1.4	-0.9	-5.6	4.8	10.0
CC1(C)Cc2cccc(OCC(=O)NCCOc3ccccc3)c2O1	0.7	0.4	-4.6	2.7	-1.8	0.2	2.6	-0.3	7.0
CNC(=O)c1sc2nc(-c3ccc(OC)cc3)cn2c1C	26.6	-1.0	5.3	-26.6	21.5	-14.8	10.8	-3.0	nt
CCn1c(Cc2cccc3ccccc23)nnc1SCC(=O)Nc1nccs1	-0.5	-1.9	8.6	14.3	14.7	1.8	15.0	-2.1	11.0
Cc1cc2c(NCC(C)O)ncnc2s1 (stereo not given)	-0.5	-1.5	-10.8	-1.4	nt	-0.3	11.9	-2.2	20.2
CCOC(=O)c1sc(NC(=O)CSc2nncn2C)nc1C	2.7	0.9	-0.9	-12.6	7.8	-5.8	5.7	4.5	2.0
Cc1cc(NC(=O)c2ccc3c(c2)C(=O)N(Cc2ccccc2)C3=O)no1	4.7	0.5	-3.5	46.0	16.0	3.8	2.4	3.1	13.7
Cc1ccc(CNC(=O)CSc2ccc(-c3cccs3)nn2)cc1	0.0	3.0	-0.6	5.3	5.1	-8.3	1.6	-1.4	12.8
Cc1cc(C)c2nc(SCC(=O)N3CCCCC3)c(C#N)cc2c1	0.0	0.5	-6.2	25.8	7.5	-3.0	5.9	-2.4	22.1
CCOC(=O)c1c(NC(=O)C2C3CCC(O3)C2C(=O)O)sc2c1CCC(CC)C2 (stereo not given)	-0.3	-0.8	26.4	-12.2	6.2	2.6	23.3	0.1	5.4
Cc1ccc(/C=C(\C#N)C(=O)Nc2c(C)cccc2C)s1	1.2	-0.2	3.0	10.8	-13.0	-27.1	8.0	2.6	4.2
Clc1ccc(/C(Cc2nc3ccccc3[nH]2)=N\Nc2ccccc2)cc1	0.3	1.2	4.1	-6.3	15.8	3.3	9.5	4.1	4.6
CC(=O)Nc1ccc(S(=O)(=O)N/N=C/c2ccc(C)s2)cc1	1.0	0.6	4.9	10.1	5.8	5.2	16.2	-0.8	10.9
Cn1c(=O)[nH]c(=O)c2c1nc(N1CCOCC1)n2CCCSc1ncccn1	0.7	-11.5	-0.5	-8.2	10.9	-4.0	12.5	0.5	15.2

Pulled by compound from the entries so far (two):
SMILES	L929 necroptosis	TNF death inh	FXIa inh	CHOP inh	PPC-1+TRAIL kill	Tb hexokinase	FXIIa inh	Wee1 stabilizer	EP2 antag
CCn1c(Cc2cccc3ccccc23)nnc1SCC(=O)Nc1nccs1	-0.5	-1.9	8.6	14.3	14.7	1.8	15.0	-2.1	11.0
CCOC(=O)c1sc(NC(=O)CSc2nncn2C)nc1C	2.7	0.9	-0.9	-12.6	7.8	-5.8	5.7	4.5	2.0

Continued:
SMILES	L929 necroptosis	TNF death inh	FXIa inh	CHOP inh	PPC-1+TRAIL kill	Tb hexokinase	FXIIa inh	Wee1 stabilizer	EP2 antag
Cc1ccc(-n2ncc3c(=O)n(CC#N)cnc32)cc1	-0.1	-9.7	9.0	11.3	6.3	2.6	15.4	-1.6	11.9
COc1ccc(CCNC(=O)C(C(=O)c2ccccc2)n2ccccc2=O)cc1OC (stereo not given)	0.8	0.6	6.7	5.4	-5.7	-7.8	4.8	10.7*	6.6
O=c1c2ccccc2nc2c3ccccc3c(NCc3cccnc3)nn12	0.9	0.6	-5.4	25.4	-1.4	-14.1	0.5	0.2	7.4
CC(=O)c1nn(-c2cccc(Br)c2)cc1C(=O)c1cccc2ccccc12	-0.2	0.8	6.2	20.9	10.2	-4.8	14.0	0.1	4.5
Cc1cc(S(=O)(=O)Nc2ccc(C(=O)N3CCN(C(=O)c4ccco4)CC3)cc2)ccc1F	0.2	0.9	0.6	12.2	-2.5	5.1	6.0	-1.0	10.5
Cc1cc(NC(=O)CSc2nnc(-c3ccccc3)o2)no1	5.0	0.6	-0.8	-7.8	25.2	-3.5	5.1	-3.2	3.4
O=C1CC(c2ccccc2)CC2=C1C(c1ccccn1)Nc1ccccc1N2 (stereo not given)	-0.4	1.0	2.3	9.3	13.0	-34.5	13.0	-0.6	7.4
CCOC(=O)n1c(=O)n(Cc2cccc(F)c2)c2ccccc21	-0.2	-0.5	-7.0	18.2	25.2	-1.6	-0.5	-0.3	3.7
CCCCCCOc1ccc(N2C(=O)CC(N3CCN(CCN=CC4=C(O)CC(C)(C)CC4=O)CC3)C2=O)cc1 (stereo not given)	-2.4	1.0	5.8	37.1	1.7	-5.3	28.1	3.4	1.7
O=C(Cc1cccs1)NNC(=S)NC(=O)c1ccc(F)c(F)c1	0.5	-1.5	-8.0	19.6	4.4	-0.1	-6.3	6.9	5.5
COc1ccc(Cl)cc1NC(=O)CSc1nnc(Cc2cccn2C)n1-c1ccc(F)cc1	0.1	0.9	-1.5	47.3	17.1	2.6	9.0	0.2	3.8
COc1ccc(NC(=O)CSc2nccn2-c2ccccc2)cc1	1.4	-0.5	0.7	6.2	-3.5	4.9	6.8	-1.0	13.7
CCOCCCN(Cc1cc2cc(C)cc(C)c2[nH]c1=O)C(=O)N(CC)CC	-0.1	2.1	9.3	16.9	-5.5	-7.1	17.1	-0.5	-1.8&10.9
CCc1ccccc1NC(=O)CSc1ccsc1[N+](=O)[O-]	0.9	2.1	8.4	16.1	-0.7	23.1	7.6	1.0	6.7
Cc1ccc(CC(=O)NCCS(=O)c2ccc(Cl)cc2)cc1 (stereo not given)	0.1	-2.9	-11.0	-6.6	-5.9	-5.3	-3.9	-0.8	10.7
CCOC(=O)C1CCN(C(=O)c2cc(OCC)c(OCC)c(OCC)c2)CC1	-0.8	-1.0	-0.8	-16.6	35.4	2.1	6.9	-1.0	nt
N#CC1=C(N)Oc2c(ccc3cccnc23)C1c1ccccc1 (stereo not given)	1.3	-16.4	3.3	-8.0	-19.0	-20.5	8.8	5.2	11.4
COc1ccc(/C(C)=N/NC(=O)CNC(=O)Cc2ccccc2)c(OC)c1	0.8	2.5	-4.6	2.3	1.4	-2.9	3.6	2.7	5.1
COc1cc(C2C(C(=O)OCCC#N)=C(C)NC3=C2S(=O)(=O)c2ccccc23)cc(OC)c1OC (stereo not given)	0.1	-2.3	-1.4	24.0	5.5	3.5	1.6	4.5	6.1
O=c1nc(-c2ccccc2)n(-c2ccc(Cl)cc2)[nH]1	0.6	1.2	3.1	-6.5	-9.6	-3.9	4.2	1.3	4.1
Nc1nc(Cl)nc2c1ncn2[C@H]1C[C@H](O)[C@@H](CO)O1	21.8	-20.5	15.4	42.9&36.3	11.5&1.4	3.3	6.4	-1.7&1.6	16.3
CCOC(=O)C1=C(C)Nc2sc(C(=O)c3ccc(OC)cc3)c(N)c2C1c1ccc(C(=O)OC)cc1 (stereo not given)	0.7	4.3	6.9	17.3	10.6	-22.9	3.9	1.2	9.3
O=C(Nc1ccc(COc2ccccc2)cc1)Oc1ccccc1N1CCOCC1	2.9	0.3	2.0	18.8	-3.1	3.3	11.7	-2.1	12.6
COCCNC(=O)C(c1cccs1)N(Cc1ccccc1)C(=O)Cn1nnc2ccccc21 (stereo not given)	0.0	-0.5	8.8	12.3	2.4	-2.4	3.3	-1.1	10.1
Cc1ccc(C(=O)NN2C(=O)C3C4c5ccccc5C(c5ccccc54)[C@@H]3C2=O)cc1 (stereo not given in full)	-0.1	-0.6	4.3	0.8	18.5	2.5	9.6	-1.2	12.0
CCOc1ccc(-c2csc(NC(=O)C3CCCO3)n2)cc1 (stereo not given)	-0.2	0.3	-15.1	-16.5	-12.3	-2.4	9.4	3.1	9.7
O=S(=O)(CCSc1nc2ccccc2s1)c1nc2ccccc2s1	0.1	-12.2	2.4	5.4	9.2	-15.5	12.3	3.9	2.5
CCN=C1SC(C(=O)Nc2cccc(C)c2)CC(=O)N1CC (stereo not given)	-0.1	0.9	3.5	9.7	5.4	-5.6	16.9	-0.2	7.0
O=C(CSCc1cnn(-c2ccccc2)c1-n1cccc1)NCc1cccnc1	-0.4	0.9	-3.5	-8.7	27.6	3.5	3.4	-2.2	7.6
O=C(Nc1nc2ccccc2[nH]1)c1cc2ccccc2o1	0.3	-9.1	-0.7	-49.6	67.5*[5 µM]	-14.3	3.4	3.4	6.3
Cc1ccc(/C=N/n2c(-c3ccc(Cl)cc3)n[nH]c2=S)o1	0.2	4.4	0.4	-0.9	2.9	-10.7	8.3	1.8	13.5
CC1Cc2ccccc2N1C(=O)CSc1nnnn1Cc1ccccc1 (stereo not given)	2.8	3.7	-17.1	7.1	-15.1	-7.2	6.5	5.9	13.8
CCN1C(=O)/C(=C/C=C2\N(CC)c3cc(S(=O)(=O)N(C)C)ccc3N2c2ccccc2)SC1=S	0.8	-19.2	3.6	32.8	12.7	-26.5	8.6	0.6	9.8
O=C(/C=C/c1ccc2ccccc2n1)N1CCN(S(=O)(=O)c2ccccc2F)CC1	83.7*	1.8	1.9	70.4*	0.2	-20.8	11.0	-1.1	5.3
O=C(COC(=O)c1ccc2c(=O)n3c(nc2c1)CCC3)Nc1ccc(OC(F)F)cc1	30.9	-0.5	-3.5	6.5	16.2	-7.0	6.4	-2.3	5.8
COc1ccccc1/C=C\C(=O)NCC(=O)N/N=C(\C)Cc1ccccc1	0.1	0.1	-1.7	-14.8	-17.6	-7.5	1.5	3.0	4.0
O=C(CSCc1c(F)cccc1Cl)NCc1cccnc1	-0.3	1.5	3.8	28.1	-3.0	34.0	4.3	-2.3	9.7
O=C(CN1CCCCCC1)NN(Cc1ccccc1)c1ccccc1	-1.0	-3.0	0.6	-1.4	6.0	-1.3	3.0	0.1	5.5
O=c1[nH]c2ccccc2c2nc3ccccn3c12	65.7	-8.3	0.6	-16.6	7.4	2.1	9.0	1.3	6.0
CCCCc1nc2sc3c(SCCN(C)C)ncnc3c2c2c1CCC2	0.3	-14.2	-21.2	-22.8	-1.4	-9.8	1.4	1.4	17.7

Full records, quoted from the list:
`Nc1nc(Cl)nc2c1ncn2[C@H]1C[C@H](O)[C@@H](CO)O1` is listed as L929 necroptosis: 21.8; TNF death inh: -20.5; FXIa inh: 15.4; CHOP inh: 42.9&36.3; PPC-1+TRAIL kill: 11.5&1.4; Tb hexokinase: 3.3; FXIIa inh: 6.4; Wee1 stabilizer: -1.7&1.6; EP2 antag: 16.3
`O=C(Cc1cccs1)NNC(=S)NC(=O)c1ccc(F)c(F)c1` is listed as L929 necroptosis: 0.5; TNF death inh: -1.5; FXIa inh: -8.0; CHOP inh: 19.6; PPC-1+TRAIL kill: 4.4; Tb hexokinase: -0.1; FXIIa inh: -6.3; Wee1 stabilizer: 6.9; EP2 antag: 5.5
`CCc1ccccc1NC(=O)CSc1ccsc1[N+](=O)[O-]` is listed as L929 necroptosis: 0.9; TNF death inh: 2.1; FXIa inh: 8.4; CHOP inh: 16.1; PPC-1+TRAIL kill: -0.7; Tb hexokinase: 23.1; FXIIa inh: 7.6; Wee1 stabilizer: 1.0; EP2 antag: 6.7
